hDAT+cocaine: changed human dopamine transporter uptake under cocaine IC80 | B-score at 10 µM | Q01959 | LLC-PK1 hDAT cells, [14C]-dopamine uptake with cocaine IC80; actives deviate in either direction | hit rate 1.3% among 110,000;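 active = Z score or B-score, a plate-position-corrected score, falls beyond the plate's 99.7% confidence bounds, in either direction; inactive = both scores lie inside the 99.7% bounds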;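 also: scored against the spread of the other compound wells on the same plate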
Target sequence (Q01959 whole entry, looked up): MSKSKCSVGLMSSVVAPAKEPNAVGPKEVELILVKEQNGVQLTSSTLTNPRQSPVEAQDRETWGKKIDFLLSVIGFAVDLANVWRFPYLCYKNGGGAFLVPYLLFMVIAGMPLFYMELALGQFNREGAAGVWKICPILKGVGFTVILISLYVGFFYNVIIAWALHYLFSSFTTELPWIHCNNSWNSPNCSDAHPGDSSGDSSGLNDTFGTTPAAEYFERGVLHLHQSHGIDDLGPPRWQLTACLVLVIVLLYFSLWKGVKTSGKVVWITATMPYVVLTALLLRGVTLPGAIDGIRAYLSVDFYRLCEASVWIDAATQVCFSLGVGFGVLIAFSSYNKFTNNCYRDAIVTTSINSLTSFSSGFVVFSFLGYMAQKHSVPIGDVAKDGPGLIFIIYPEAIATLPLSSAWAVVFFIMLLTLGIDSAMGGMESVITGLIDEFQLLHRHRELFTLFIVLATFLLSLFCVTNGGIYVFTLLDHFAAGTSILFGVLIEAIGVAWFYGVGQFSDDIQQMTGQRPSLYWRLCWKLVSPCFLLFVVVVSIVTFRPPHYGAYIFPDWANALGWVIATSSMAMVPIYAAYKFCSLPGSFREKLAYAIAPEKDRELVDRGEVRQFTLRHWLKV
Active calls of the source: *. An excerpt; count on the stated rates, not on these rows.

SMILES | hDAT+cocaine
C#CCOCCOCCOCCNc1nc(N2CCN(C(=O)[C@H](Cc3ccc(O)cc3)n3cc([C@@H](N)CC(C)C)nn3)CC2)nc(N2CCN(C(=O)[C@H](Cc3cc4ccccc4[nH]3)n3cc([C@@H](N)CC(C)C)nn3)CC2)n1 | 0.207
COc1ccc(COc2cc(-c3cccc(OC)c3)nc3ccc(NC(=O)c4ccc(C)cc4)cc23)cc1 | 0.739
CCN1C(=O)N[C@@H](CCc2ccccc2)[C@H](C(=O)OC)[C@H]1C | -1.22
CC1(C(=O)O)C=CCN1C(=O)c1ccccc1 (stereo unspecified) | -0.0781
CC(C)CC(COCc1ccc(F)cc1)N1CCN(C(=O)c2cccc(C(F)(F)F)c2)CCC1=O (stereo unspecified) | 0.0961
CC[C@@H](C)CN1C(=O)N[C@@H](c2ccccc2)C(C(C)=O)=C1C | 0.254
CCCCCCCN1C=CC(=O)CC1 | 0.68
CCO[C@H]1OC(C(=O)NCc2nc3ccccc3[nH]2)=C[C@@H](C2CC2)[C@@H]1CCCO | -0.0896
O=C(NCc1cccc(Br)c1)C1CC2Cn3c(nc4ccccc43)C2N1Cc1ccccc1 (stereo unspecified) | 0.518
COc1ccc(-c2[nH]c(-c3ccc(F)cc3)nc2SCC(=O)NC2CCCC2)cc1 | 1.51
CC(O)Cc1cn(CC(=O)N2CCNCC2)nn1 (stereo unspecified) | 0.0169
Cc1c(O)c(=O)ccn1Cc1ccccc1 | 1.35
COc1ccc(CNC(=O)C(=O)NCC2OCCN2S(=O)(=O)c2cccs2)cc1 (stereo unspecified) | -0.202
COC(=O)CCC(=O)OC1(C)C(=O)C2=CN(Cc3ccccc3)C(c3ccc(OC)cc3)=CC2=C(Br)C1=O (stereo unspecified) | 0.0106
CCCNC(=O)C1CC(c2cccc(F)c2)=NO1 (stereo unspecified) | -0.745
Cc1ccc(CCNC(=O)C2CC(c3cccc(F)c3)=NO2)cc1 (stereo unspecified) | -0.0843
CCOC(=O)c1ccc(NC(=O)c2nc[nH]c2C(=O)N2CCN(c3ccccc3)CC2)cc1 | 0.354
Nc1ccc(O)c2c1C(=O)c1ccccc1C2=O | -1.15
O=C(Nc1ccccc1)C1=C[C@@H](c2ccccc2)C[C@@H](OCc2ccc(CO)cc2)O1 | -2.14
c1ccc(-c2ccc(CN3C[C@@H]4C(c5ccccc5)C5(c6cccnc6)CC4(C5)[C@H]3c3ccccc3)cc2)cc1 (stereo partly specified) | -0.111
CC[C@@H](C)CN1C(=O)N[C@@H](CCc2ccccc2)C(C(C)=O)=C1C | -0.903
CCOC(=O)C1=C(C)N(Cc2ccc(C(=O)O)cc2)C(=O)NC1c1ccc([N+](=O)[O-])cc1 (stereo unspecified) | -0.937
CCN(CC)CCNc1ccc(CO)c2sc3ccccc3c(=O)c12 | 0.915
C=CCN1C=C2C(=O)C(C)(OC(=O)C3CCCC3)C(=O)C=C2C=C1c1ccsc1 (stereo unspecified) | -0.504
CCO[C@H]1OC(C(=O)O)=C[C@@H](C2CC2)[C@@H]1CCCO | 1.01

(more compounds)
SMILES | hDAT+cocaine
O=C(c1ccc(NC2=NC3CS(=O)(=O)CC3S2)cc1)N1CCN(C(=O)c2ccco2)CC1 (stereo unspecified) | -0.902
C=C(C)[C@@H]1CC[C@]2(C(=O)O)CC[C@]3(C)[C@H](CC[C@@H]4[C@@]5(C)CC[C@H](O)C(C)(C)[C@@H]5CC[C@]43C)[C@@H]12 | -0.468
CCCSc1ccc2nc(NC(=O)OC)[nH]c2c1 | 0.445
CC(=O)NS(=O)(=O)c1ccc(N)cc1 | 0.256
CC(Nc1nc(-c2ccc(F)cc2)cs1)c1nc2cc(Cl)c(N3CCCCC3)cc2n1CCOCCO (stereo unspecified) | 1.6
NCCCC[C@@H]1NC(=O)[C@H](CCC(=O)O)NC(=O)c2cc([N+](=O)[O-])cc(I)c2NCC[C@@H](C(N)=O)NC1=O | -0.534
Cc1ccc(S(=O)(=O)N2CCC(=O)N(C(COCc3cccc(C(F)(F)F)c3)C(C)C)CC2)cc1 (stereo unspecified) | -0.464
C/C=C(/C)C(=O)O[C@@H]1[C@H](OC(=O)C=C(C)C)c2c(ccc3ccc(=O)oc23)OC1(C)C | -0.479
CC1(OC(=O)C2CCCC2)C(=O)C=C2C=C(c3ccsc3)N(Cc3ccc4c(c3)OCO4)C=C2C1=O (stereo unspecified) | 0.668
C#CCOCCOCCOCCNc1nc(N2CCN(C(=O)Cn3cc(CCCN=C(N)N)nn3)CC2)nc(N2CCN(C(=O)[C@H](C)n3cc(CCCN=C(N)N)nn3)CC2)n1 | -0.187
Cn1c(C(=O)NCCN2CCN(Cc3ccccc3)CC2)cc2c(=O)n(C)c3ccccc3c21 | 3.16*
Nc1ccc(O)c2c(=O)cc(-c3ccccc3Cl)oc12 | 0.0548
COC(=O)C1=C(C)N(CCCC(=O)O)C(=O)NC1c1ccccc1Cl (stereo unspecified) | 0.198
O=c1[nH]cnc2[nH]ncc12 | -0.417
CC(C)CCNC(=O)[C@H](CSCc1ccccc1)N1Cc2ccccc2C1=O | 0.632
CCc1cccc(C)c1NC(=S)NCc1ccc2[nH]c(C)cc2c1 | -0.549
CN1CCN(C(=O)C2=C[C@H](C3CCCCC3)C[C@H](OCc3ccc(CO)cc3)O2)CC1 | 1.94
CCCN1CCC(=O)N([C@H](CSc2ccc(OC)cc2)CC(C)C)CC1 | -0.112
COCCNC(=O)c1ccc2c3n(nc2c1)-c1ccccc1CO3 | -0.0125
CC(=O)Oc1cc2cccc(OC(C)=O)c(=O)c2c(OC(C)=O)c1OC(C)=O | -0.546
CC(Cc1ccc(O)c(O)c1)C(C)Cc1ccc(O)c(O)c1 (stereo unspecified) | 2.28
O=c1[nH]cnc2c1ncn2[C@@H]1O[C@H](CO)[C@@H](O)[C@H]1O | -0.331
O=C(Nc1ccc(-c2csc(Nc3cccc(C(F)(F)F)c3)n2)cc1)c1cccc(C(F)(F)F)c1 | 0.611
COc1ccccc1N1CCN(C(=O)c2ccc3c(Cl)c4c(nc3c2)CCCC4)CC1 | 1.28
Cc1ccc(-c2nc(NC(=O)CSc3nnc4scc(-c5ccccc5)n34)ns2)cc1 | 2.55*

A section from the list above, for reference:
SMILES | hDAT+cocaine
CCO[C@H]1OC(C(=O)O)=C[C@@H](C2CC2)[C@@H]1CCCO | 1.01
O=C(c1ccc(NC2=NC3CS(=O)(=O)CC3S2)cc1)N1CCN(C(=O)c2ccco2)CC1 (stereo unspecified) | -0.902
C=C(C)[C@@H]1CC[C@]2(C(=O)O)CC[C@]3(C)[C@H](CC[C@@H]4[C@@]5(C)CC[C@H](O)C(C)(C)[C@@H]5CC[C@]43C)[C@@H]12 | -0.468
CCCSc1ccc2nc(NC(=O)OC)[nH]c2c1 | 0.445
CC(=O)NS(=O)(=O)c1ccc(N)cc1 | 0.256
CC(Nc1nc(-c2ccc(F)cc2)cs1)c1nc2cc(Cl)c(N3CCCCC3)cc2n1CCOCCO (stereo unspecified) | 1.6

Quoted at random: 2 compounds from above
SMILES | hDAT+cocaine
CC(C)CCNC(=O)[C@H](CSCc1ccccc1)N1Cc2ccccc2C1=O | 0.632
COCCNC(=O)c1ccc2c3n(nc2c1)-c1ccccc1CO3 | -0.0125

The listing continues.
SMILES | hDAT+cocaine
COc1ccc(C2=NOC(C)(c3sc(-c4ccc(Cl)cc4)nc3C)C2)cc1 (stereo unspecified) | 0.414
Cc1cccc(NC(=S)NCc2ccc3[nH]c4c(c3c2)CCCC4)c1 | 0.0197
COc1cccc2c(=O)c3ccoc3n(C)c12 | 0.594
COc1cc(O)c(C(CC(=O)N2CCCC2)c2cc(OC)c(OC)c(OC)c2)c(OC)c1 (stereo unspecified) | 1.29
NCCCCc1cn(CC(=O)N2CCNCC2)nn1 | -0.178
COC(=O)C1=C(C(=O)OC)[C@@H]2Nc3ccccc3[C@@]23C[C@@H](C(=O)OC)N(C(=O)CC(C)C)C3=N1 | -0.201
CC(=O)NC(CC(C)C)C(=O)NC(CO)C(=O)NC(CCC(=O)O)C(=O)NC(C)C(=O)NC(CC(C)C)C(N)=O (stereo unspecified) | -0.356
Cc1ccc(Cn2c(C(C)Nc3nc(-c4ccc(Cl)c([N+](=O)[O-])c4)cs3)nc3cc(C(F)(F)F)ccc32)cc1 (stereo unspecified) | -0.115
Cc1nc(-c2ccc(Cl)cc2)sc1C1(C)CC(c2ccccc2F)=NO1 (stereo unspecified) | -0.519
Cc1nc(C(=O)Nc2ccc(Cl)cc2)sc1C1(C)CC(c2cccc([N+](=O)[O-])c2)=NO1 (stereo unspecified) | 0.664
COc1c(C(O)CC(C)C)ccc2c1C(=O)OCc1cc(C)cc(O)c1O2 (stereo unspecified) | 0.838
O=C(Nc1ccc(Cl)c(C(F)(F)F)c1)[C@@H]1CC=C[C@@H]2CCN(C3CC3)C(=O)[C@@H]21 | -0.734
CN1CCN(C(=O)C2=C[C@@H](C3CCCCC3)C[C@@H](OCCCCO)O2)CC1 | 0.00523
CC1(OC(=O)c2cnc3ccccc3n2)C(=O)C=C2C=C(C3CC3)OC=C2C1=O (stereo unspecified) | 0.0563
COC(C[C@H](O)C[C@H](O)COCc1ccccc1)OC | -0.735
Cc1ccc(NC(=O)c2nc[nH]c2C(=O)N2CCC(C)CC2)cc1 | 0.605
O=C(NC1CCCCC1)[C@@H]1CC=C[C@@H]2CCN(C3CCCCC3)C(=O)[C@@H]21 | -0.923
O=C(NCc1ccccc1)C1=C[C@H](c2csc3ccccc23)C[C@H](OCCCCO)O1 | 0.724
O=C(O)CCCCC1CCSS1 (stereo unspecified) | -0.729
Cc1ccc(C)c(N2CCN(C(=O)CCc3nc4ccccc4[nH]3)CC2)c1 | -0.596
CC(C)CCNC(=O)c1onc(CSc2ccncc2)c1C(=O)NCCC(C)C | -0.322
CCCCCc1c2c(cc(O)c1C(=O)O)OC(=O)c1c(cc(OC)cc1C(=O)CCCC)O2 | 5.3*
CC(C)OC(=O)CCC/C=C\C[C@@H]1[C@@H](CC[C@@H](O)CCc2ccccc2)[C@H](O)C[C@@H]1O | 1.12
CC1=C(C(=O)N2CCN(c3cc(C)ccc3C)CC2)C2(CCC(C)CC2)OC1=O (stereo unspecified) | 0.393
CCC1=C2CC[C@H]3C(=O)N(c4ccccc4)C(=O)[C@H]3[C@H]2[C@@]2(C)C(=NCC(=O)OC)OC(=O)N2C1=O | -0.671

Quoted from the listing:
Value for COc1cccc2c(=O)c3ccoc3n(C)c12 under hDAT+cocaine: 0.594
Value for Cc1cccc(NC(=S)NCc2ccc3[nH]c4c(c3c2)CCCC4)c1 under hDAT+cocaine: 0.0197

(continued)
SMILES | hDAT+cocaine
COC(=O)[C@@]1(Cc2ccc(F)cc2)[C@H]2c3cc(C(=O)N(C)C)n(CCc4ccccn4)c3C[C@H]2CN1C(=O)c1ccccc1 | -0.0277
C#CCNC(=O)C1=C[C@H](c2ccc(Br)cc2)C[C@H](OCCCCO)O1 | 0.426
COc1ccc(OC)c(NC(=O)c2ccccc2OC(C)=O)c1 | -0.557
CCN1CCN(Cc2ccc(NC(=O)c3cc(NC(=O)c4cnnc5ccccc45)cc(OC)c3)cc2C(F)(F)F)CC1 | -0.055
CC1NC(=O)N(C)[C@@H]2NC(=O)N(C)C(c3ccc([N+](=O)[O-])cc3)[C@@H]12 (stereo partly specified) | 0.533
NC(=O)CC(NC(=O)Cc1ccc(Br)cc1)c1ccc(NCc2ccc(F)c(F)c2)c([N+](=O)[O-])c1 (stereo unspecified) | 0.0452
Cc1cn([C@H]2C=C[C@@H](CO)O2)c(=O)[nH]c1=O | 0.696
CC1(OC(=O)CCc2ccccc2)C(=O)C=C2C=C(c3ccc(C#N)cc3)N(Cc3ccccc3)C=C2C1=O (stereo unspecified) | 0.928
O=Cc1cccn1-c1ccccc1 | 1.78
CCOC(=O)c1ccc(NS(=O)(=O)c2c(N)n(C)c(=O)n(C)c2=O)cc1 | -0.765
CC(Oc1ccccc1)C(=O)N1CCC2(CC1)Oc1ccc(F)cc1C(=O)C21CC(c2cccnc2)=NO1 (stereo unspecified) | 1.08
CCn1cc(C2=NC(c3ccccc3)CO2)c2ccccc21 (stereo unspecified) | 0.0165
CCCCOC(=O)c1cc(=O)[nH]c(=O)[nH]1 | -0.14
Nc1ccc2oc(-c3ccccc3Cl)cc(=O)c2c1O | 0.0361
CCCC[C@@H]1C[C@H]1[C@@H](NC(=O)c1cccs1)c1ccc(Cl)cc1 | -0.822
CC(C)[N+](C)(CCOC(=O)C1c2ccccc2Oc2ccccc21)C(C)C | -0.0172
C/C=C(\C)C(=O)Nc1cccc(C2=NOC3(C2)C[C@H](C(N)=O)N(C(=O)c2cc([N+](=O)[O-])cc([N+](=O)[O-])c2)C3)c1 (stereo partly specified) | -0.519
C#CCCOC(=O)N1C2=NC(C(=O)OC)=C(C(=O)OC)[C@@H]3N(C)c4ccc(OC)cc4[C@]23C[C@H]1C(=O)OC | -0.658
CC(=O)[C@H]1[C@H](CCc2ccccc2)NC(=O)N(Cc2ccccc2)[C@@H]1C | -1.27
Cc1nc(C(=O)NCCC(C)C)sc1C1(C)CC(c2cccc([N+](=O)[O-])c2)=NO1 (stereo unspecified) | -0.423
COc1ccc(-c2ccc([C@H]3[C@H]4C=CC[C@@H](C)[C@@H]4C(=O)N3Cc3ccccc3)c(F)c2)cc1C | 0.0914
CC1=C(C(=O)OCc2ccccc2)C(c2ccc(-c3ccccc3)cc2)NC(=O)N1CCCCCC(=O)O (stereo unspecified) | 1.59
COC(=O)c1ccc[n+](CCc2c[nH]c3ccccc23)c1 | 0.379
CCO[C@@H]1OC(C(N)=O)=C[C@H](C2CCCCC2)[C@H]1CCCO | 0.651
CN1C(C(=O)NCc2ccccc2)CC2Cn3c(nc4ccccc43)C21 (stereo unspecified) | -0.239
CC(C)NC(=O)[C@@H]1C[C@@]1(C)[C@@H](NC(=O)OCc1ccccc1)c1ccccc1 | -0.135
CC1(C)Oc2ccc3ccc(=O)oc3c2C[C@H]1O | -0.342
CC1CCCN(c2ncnc3c2cnn3-c2ccc(Cl)cc2)C1 (stereo unspecified) | 0.00508
OCC[C@@H]1C[C@@H](O)[C@H](O)[C@]2(CCCO2)O1 | -0.599

Structures above that bear a hit mark in hDAT+cocaine:
SMILES | hDAT+cocaine
Cn1c(C(=O)NCCN2CCN(Cc3ccccc3)CC2)cc2c(=O)n(C)c3ccccc3c21 | 3.16*
Cc1ccc(-c2nc(NC(=O)CSc3nnc4scc(-c5ccccc5)n34)ns2)cc1 | 2.55*
CCCCCc1c2c(cc(O)c1C(=O)O)OC(=O)c1c(cc(OC)cc1C(=O)CCCC)O2 | 5.3*
